# esBAF inh = Bmi1 luciferase reporter increase in mESCs, primary screen, esBAF inhibitor project, mouse ES cells, Bmi1 luciferase knock-in, single point; 24 h; 100% = twice the neutral-well signal; reporter increase, % at 12.5 µM; 350,000 tested, 2% active; in the data active = activation above about 40%; inconclusive = no clear call, values can overlap the other calls;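 note: 0% = median of the plate's neutral control wells and 100% = double that signal; a rise in the Bmi1 reporter signal indicates esBAF inhibition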
# SIRT5 inh = SIRT5 desuccinylase inhibitors, primary screen, biochemical, fluorescence imaging, single point, set 5; 330,000 tested, 1.1% active; AID 652115, 2013; inhibition, % at 15 µM; Purified SirT5, succinyl-peptide AMC, trypsin-coupled fluorescence; in the data active = inhibition above about 15%; inconclusive = no clear call, values can overlap the other calls
# Target sequence (Q9NXA8 whole entry, looked up): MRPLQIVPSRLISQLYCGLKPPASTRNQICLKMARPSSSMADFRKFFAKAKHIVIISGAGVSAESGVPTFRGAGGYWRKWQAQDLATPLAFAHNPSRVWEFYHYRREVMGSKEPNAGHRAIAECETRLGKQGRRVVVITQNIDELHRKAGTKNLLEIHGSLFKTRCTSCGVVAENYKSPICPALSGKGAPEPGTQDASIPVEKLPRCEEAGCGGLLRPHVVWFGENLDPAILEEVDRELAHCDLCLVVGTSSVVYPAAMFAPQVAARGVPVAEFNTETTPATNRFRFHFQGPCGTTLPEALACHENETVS
# C2C12 statin = suppressors of statin myotoxicity in C2C12 myotubes, primary screen, cell-based, single point, plate reader; C2C12 myotubes + simvastatin, ATP luminescence, 48 h; scaled: DMSO 0, geranylgeraniol control 100; AID 602340, 2012; rescue of ATP level, % at 7.49 µM; 330,000 tested, 0.78% active;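 active = mean ATP rescue above about 67%, or every replicate alone reaching that limit, limit read from the data, passing the limit was not always enough; inconclusive = no clear call, values can overlap the other calls; inactive = mean under the limit and some replicate under it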;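 note: myotubes were challenged with 10 µM simvastatin during compound exposure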
# Cneo AK release = Cryptococcus neoformans cell lysis inducers, primary screen, AK release luminescence, single concentration; C. neoformans lysis, adenylate kinase release luminescence, 4 h; normalised: neutral wells 0, clomiphene wells 100; lysis activity, % at 15 µM; 360,000 tested, 0.2% active;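 active = mean lysis activity across replicates of at least 80%, whatever share of replicates individually reach that level; inactive = mean lysis activity below 80%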
#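 Material – log-phase Cryptococcus neoformans yeast cells · Input – 5 × 10^6 yeast cells/mL · Medium – fresh YPD growth medium · Doses – single compound concentration per well · Timing – static 4 h at 37 °C with compound, 1 h detection · Detection – adenylate kinase release luminescence · Read-out – signal increase indicating cell lysis · Control set – Clomiphene as positive lysis control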
# ARNT-TACC3 inh = disruptors of ARNT/TACC3 protein interaction, primary screen, biochemical, AlphaScreen, single concentration; Transforming acidic coiled-coil-containing protein 3 (Homo sapiens), Q9Y6A5; AlphaScreen His-ARNT PAS-B/GST-TACC3 binding, luminescence; TACC3 fragment carries E629A point mutation; inhibition, % at 9.99 µM; 390,000 tested, 0.66% active; AID 623870, 2012;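 active = mean inhibition of replicates at least 50% and at least half of replicates each reaching 50%; inconclusive = half or more replicates reach 50% but mean below 50%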;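 note: 0% = complete ARNT plus TACC3 wells and 100% = ARNT alone without TACC3; many hits fall short of the cut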
# miR122 inh = miR-122 Renilla sensor signal increase in Huh7, primary screen, miR-122 inhibitor project, cell-based, single point, plate reader | activation (reporter increase), % at 12.5 µM | Huh7 miR-122 Renilla luciferase sensor, 48 h; neutral wells = 0, positive control = 100 | AID 602342, 2012 | 340,000 tested, 0.3% active;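 active = mean replicate activation score at least 90 and every replicate individually at or above 90; inconclusive = only one of the two criteria met; inactive = neither criterion met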;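 note: higher luciferase means less miR-122 activity so hits act as miR-122 inhibitors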
# ERp5 block = inhibitors of ERp5-driven insulin aggregation, primary screen, biochemical, turbidity, absorbance 650 nm, single point | inhibition, % at 9.99 µM | AID 651711, 2012 | Protein disulfide-isomerase A6 (Homo sapiens), Q15084 | 90 min | 350,000 tested, 0.05% active;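 active = mean replicate inhibition above about 25%, with every replicate also reaching it, limit read from the data, passing the limit was not always enough; inconclusive = only one of those two criteria met; inactive = neither criterion met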
# Target sequence (Q15084 whole entry, looked up): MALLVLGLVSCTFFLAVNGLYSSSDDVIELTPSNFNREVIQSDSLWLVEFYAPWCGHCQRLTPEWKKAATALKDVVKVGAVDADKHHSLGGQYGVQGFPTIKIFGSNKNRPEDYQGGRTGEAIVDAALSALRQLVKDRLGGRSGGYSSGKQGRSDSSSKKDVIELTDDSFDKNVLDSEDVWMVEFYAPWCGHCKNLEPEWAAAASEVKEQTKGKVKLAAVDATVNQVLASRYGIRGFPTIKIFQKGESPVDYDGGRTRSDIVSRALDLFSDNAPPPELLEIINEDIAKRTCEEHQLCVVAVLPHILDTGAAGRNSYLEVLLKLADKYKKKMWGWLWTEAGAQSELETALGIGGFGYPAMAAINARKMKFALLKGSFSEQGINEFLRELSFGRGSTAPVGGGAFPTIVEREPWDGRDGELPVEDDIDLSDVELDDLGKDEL
# Active calls of the source: *; ? = inconclusive; / = not tested or not shown; & = joins results of further samples; [ ] = another dose, or the depositor's remark.
SMILES,esBAF inh,SIRT5 inh,C2C12 statin,Cneo AK release,ARNT-TACC3 inh,miR122 inh,ERp5 block
Cc1ccc(S(=O)(=O)N(C)C[C@@H]2OCc3cn(nn3)CCCC(=O)N([C@@H](C)CO)C[C@@H]2C)cc1,-7,-2,0,-10,-4,3[16.7 µM],-3
Cc1ccc(NC(=O)C2CC3CCC2C3)c(Br)c1 (configuration not stated),73*,-1,-3,-4,-6,-4,-1
COC(=O)N/N=C/c1ccccc1OCCOc1ccc(OC)cc1,/,-1,/,-1,1,/,3
CN(C)CC(=O)Nc1ccc2c(c1)[C@@H]1C[C@@H](CC(=O)N(C)C)O[C@H](CO)[C@@H]1O2,5,-3,-7,-5,-3,3[16.7 µM],-8
CN1C(=O)C(O)(CC(=O)/C=C/c2ccco2)c2ccccc21 (configuration not stated),/,0,/,/,32,/,-3
CN(Cc1ccccc1)C(=O)c1ccc2nc([C@H]3C[C@H](O)[C@@H](CO)O3)[nH]c2c1,-5,-5,0,0,/,1,-7
O=C(c1ccncc1)N1CCCCN2[C@H](C1)[C@@H](c1ccc(-c3ccccc3)cc1)[C@@H]2CO,/,2,/,-1,-12,5[16.7 µM],0
OC[C@H]1[C@H](c2ccc(/C=C/c3ccccc3)cc2)[C@@H]2CN(Cc3ccncc3)CCCCN12,0,-1,-3,-1,17,-5[16.7 µM],5
Cc1cc(NC(=O)CCC(=O)N(CC(=O)NC2CCCC2)c2ccc3c(c2)OCCO3)no1,/,/,/,0,-7,-21,/
COc1cccc(C2c3[nH]c4ccccc4c3C[C@H]3C(=O)N(CCCOC(C)C)CC(=O)N23)c1 (some centres not stated),0,2,11,-2,0,/,10
Cc1nc2nc(CCc3ccccc3)nn2c(C)c1Cl,7,/,30,-4,-12,-1,/
CN(C)C(=O)COC(=O)[C@H](Cc1ccccc1)NC(=O)c1ccco1,-14,/,-14,-1,0,-3,/
CC1CCN(c2c(NCC3CCC(C(=O)NCCc4ccccc4)CC3)c(=O)c2=O)CC1 (configuration not stated),7,-3,-2,0,2,-4,3
O=C(/C=C/c1ccccc1[N+](=O)[O-])c1ccc(F)cc1,/,-4,/,1,-22,/,1
CSc1nc(N)nc(SCC(=O)CC(=O)OC(C)C)c1C#N,0,-1,15,1,1,-4,-5
C/C(CC(=O)Nc1ccc(OCc2ccccc2)cc1)=N\NC(=O)C(=O)Nc1ccc(C)c(Cl)c1,?,/,22,4,7,-12,/
c1ccc2c(c1)CC(CN1CCNCC1)O2 (configuration not stated),4,-6,8,-1,4,-10,3
Cn1c(=O)c2c(nc(N3CCOCC3)n2C)n(C)c1=O,/,/,/,2,-4,-2,/
C[C@@H]1CN([C@@H](C)CO)C(=O)c2cc(C3=CCCCC3)cnc2O[C@@H]1CN(C)Cc1cccnc1,-1,-1,42,-1,0,27[16.7 µM],0
COc1ccc(CNC(=O)CN2CCC(NC(=O)c3ccc(OC)cc3)CC2)cc1,2,0,48,0,-3,3,4
O=C(NCC[C@H]1CC[C@@H](NC(=O)C2CCCCC2)[C@H](CO)O1)c1cc(Cl)cc(Cl)c1,-1,-3,4,3,/,/,-4
CCCN1Cc2cccc(C(=O)Nc3ccc4c(c3)OCO4)c2C1=O,4,/,60,3,8,0,/
CNC[C@@H]1Oc2ccc(NC(=O)Nc3ccc(OC)cc3)cc2CC(=O)N([C@H](C)CO)C[C@@H]1C,-17,-4,15,56,3,-3[16.7 µM],6
COc1ccc(NC(=O)Nc2ccc3c(c2)C(=O)N([C@H](C)CO)C[C@@H](C)[C@H](CN(C)C(=O)Nc2ccc4c(c2)OCO4)O3)cc1,4,/,-1,-5,4,-14[16.7 µM],/
CCOC(=O)CC1=NC(=O)CS1,-8,/,9,/,-6,2,/

# Entries of single compounds as entered above. Order of values: esBAF inh, SIRT5 inh, C2C12 statin, Cneo AK release, ARNT-TACC3 inh, miR122 inh, ERp5 block
# CN(C)C(=O)COC(=O)[C@H](Cc1ccccc1)NC(=O)c1ccco1 is entered as -14, /, -14, -1, 0, -3, /
# CCOC(=O)CC1=NC(=O)CS1 is entered as -8, /, 9, /, -6, 2, /

# Following part.
SMILES,esBAF inh,SIRT5 inh,C2C12 statin,Cneo AK release,ARNT-TACC3 inh,miR122 inh,ERp5 block
CCN(Cc1ccccc1)C(=S)NC(=O)c1ccccc1Br,6,-4,-11,1,6,/,-1
NC(=O)CN1CCOCCOCCOCCOCCOCC1,-8,/,9,-1,-4,7,/
CCCc1cc(C(=O)NNC(=S)NCC2CCCO2)cs1 (configuration not stated),/,/,/,1,1,-2,/
O=C1NC(NS(=O)(=O)c2ccccc2)(C(F)(F)F)C(=O)N1CCc1ccccc1 (configuration not stated),1,-9,6,-2,-4,-4,6
COc1ccc(CN(C)C[C@H]2OCCCC[C@H](C)Oc3ccc(NS(=O)(=O)c4cn(C)cn4)cc3C(=O)N([C@@H](C)CO)C[C@H]2C)cc1,-1,0,/,-2,-2,7[16.7 µM],2
CC(=O)c1ccc(NC(=O)C(C)Sc2nnnn2C)cc1 (configuration not stated),7,-1,-15,-5,-9,7,6
COCCNC(=O)C(c1ccc(F)cc1)N(CCOC)C(=O)CCC(=O)Nc1ccccn1 (configuration not stated),-4,1,9,0,/,/,-3
Cc1nc2c(C#N)c(-c3ccc(Cl)cc3)ccn2n1,/,-2,/,/,-10,/,-3
COc1ccc(Cc2noc(CN3CCC(c4ccncc4)CC3)n2)cc1OC,-2,-3,11,/,1,-7,5
C[C@@H]1CN([C@@H](C)CO)C(=O)c2cc(N(C)C)ccc2O[C@@H](C)CCCCO[C@H]1CN(C)C(=O)Cc1ccccc1,5,/,25,/,/,-7[16.7 µM],/
C[C@H]1CN([C@@H](C)CO)C(=O)c2cc(NC(=O)C3CC3)ccc2O[C@@H]1CN(C)Cc1ccc2c(c1)OCO2,0,-7,-12,-3,-3,3[16.7 µM],-3
O=C(COC(=O)c1c(Cl)cccc1Cl)NC1CCCCCCC1,17,-2,-24,-3,-6,-10,1
CN(C)C(=O)[C@@H]1[C@@H](CO)[C@@H]2Cn3c(cccc3=O)[C@@H]2N1CC1CCCC1,1,0,-4,-3,/,-5[16.7 µM],-4
CCOC(=O)C1=C(C)Nc2nc(SCC)[nH]c(=O)c2C1c1ccncc1 (configuration not stated),0,/,-8,2,10,86,/
Cc1ccc2c(CC(=O)NCC3COc4ccccc4O3)coc2c1 (configuration not stated),2,/,19,1,-12,-1,/
O=C(O)c1cccc(Nc2cc(Cl)c3nonc3c2[N+](=O)[O-])c1,/,5,/,/,7,/,-1
CCn1c(N2CCC(C)CC2)nc2c1c(=O)n(C)c(=O)n2C,-2,/,2,-5,/,-5,-1
Oc1ccc(O)c(Cc2nc3ccccc3s2)c1,7,1,-12,/,13,28,8
C[C@H]1CN([C@@H](C)CO)C(=O)c2cc(NC(=O)Nc3ccc(C(F)(F)F)cc3)ccc2O[C@@H]1CN(C)C(=O)Nc1ccc(C(F)(F)F)cc1,-6,3,34,58,-7,-11[16.7 µM],-1
COc1ccccc1-c1ccc([C@@H]2[C@@H](C#N)N(C(=O)c3cccc(F)c3)[C@@H]2CO)cc1,-2,0,9,0,-4,/,2
C/C(=N\Nc1nc(C)c(C)s1)c1ccc([N+](=O)[O-])cc1,/,2,/,/,2,/,-3
COc1ccc(-n2cnc3cc(C(=O)NCC4CCCO4)ccc32)cc1 (configuration not stated),-3,-6,-2,-2,4,1,3
CCOC(=O)Nc1cccc(Nc2ccccc2)c1,-5,/,/,0,11,0,/
O=C(Cn1cnc2cc([N+](=O)[O-])ccc2c1=O)NCc1ccccc1,4,-6,7,2,2,-6,-1
CCCCn1c(SCC(=O)N2CCCC2)nc2cc(S(N)(=O)=O)ccc21,-4,-4,20,-4,-1,-4,6

# The listing continues:
SMILES,esBAF inh,SIRT5 inh,C2C12 statin,Cneo AK release,ARNT-TACC3 inh,miR122 inh,ERp5 block
Cc1ccc(-n2c(SCC(=O)NCc3ccco3)nc3sc(C)c(C)c3c2=O)cc1,0,/,14,2,/,-2,/
O=C(O)c1ccc(-n2c(/C=C/c3cccc([N+](=O)[O-])c3)nc3ccccc3c2=O)cc1,-7,2,7,0,2,-3,1
CN1c2ccc(-c3ccccc3)cc2[C@@H]2[C@@H](CCN2C(=O)c2ccccn2)[C@H]1CO,16,-7,35,-8,32,3[16.7 µM],-1
O=C(O)/C=C/c1ccc(S(=O)(=O)NCc2ccco2)cc1,/,-4,/,/,5,/,-2
O=C(CCN1CCC(c2ccc(Cl)s2)=N1)c1ccc(Cl)s1,/,-3,/,1,/,-1,5
CO[C@@H]1CN(C)C(=O)c2ccc(NC(=O)C3CCOCC3)cc2OC[C@@H](C)N(Cc2cccnc2)C[C@H]1C,2,/,10,1,-5,/,11
COc1ccc(C=O)cc1CN1CCCN(Cc2ccc(Cl)cc2)S1(=O)=O,0,-2,1,0,0,3,1
O=C(Nc1ccc(S(=O)(=O)N2CCCC2)cc1)c1cc(=O)c2ccccc2o1,7,9,-1,-4,29,-14,-5
CCOC(=O)c1c(S(=O)(=O)NCCc2cccs2)c(C)n(C)c1C,2,0,6,3,3,-2,2
CCCCN(C(=O)c1ccc(S(=O)(=O)N(C)C)cc1)c1ccccc1,-6,-1,-15,0,-6,-17,6
O=C(NCc1cccnc1)c1ccc(Cn2cc(C(F)(F)F)ccc2=O)cc1,/,1,/,/,25,/,-2
C[C@H]1CN([C@@H](C)CO)C(=O)c2cccc(NS(=O)(=O)c3cccs3)c2O[C@@H]1CN(C)C(=O)Nc1ccc(C(F)(F)F)cc1,-2,1,86*,-4,5,13[16.7 µM],1
O=[N+]([O-])c1ccccc1CNc1ccc(F)c(Cl)c1,/,-4,/,3,-4,-5,9
CN1CCc2c(sc3nc(SCC(=O)NCc4ccco4)n(-c4ccccc4)c(=O)c23)C1,70*,0,-13,14,6,-1,-1
COc1ccc(C(C)=O)cc1CSc1ccccn1,8,0,-2,/,-6,/,2
Cn1c(CN2CCCC2)nc2cc(NC(=O)c3ccco3)ccc21,17,/,-19,-2,-1,-1,3
Cc1nc2ccccc2n1-c1nc(-c2ccco2)cc(C(F)(F)F)n1,-29,/,-230,8,0,-2,/
CC(C)c1ccccc1NC(=O)COC(=O)COc1ccccc1[N+](=O)[O-],/,-4,/,/,-8,/,6
CN1CCN(C=Nc2nc3ccccc3nc2N2CCCC2)CC1,11,-5,5,2,6,7,2
COc1ccc(CCN(C)Cc2c(O)ccc3cc(Br)ccc23)cc1OC,2,-4,3,-1,-1,8,2
Cc1cc2c(cc1C)CSC(c1c(O)ccc3ccccc13)SC2,-54,/,1,-12,-2,1,/
COc1ccccc1Nc1cc(C)nc2c(C)cccc12,-5,3,3,3,/,2,2
C#Cc1ccc([C@H]2C=C(C(=O)N3CCN(Cc4ccc5c(c4)OCO5)CC3)O[C@@H](OCC)[C@@H]2CCCO)cc1,5,1,-15,-2&-4,7&-9,0,-2&2
C[C@@H]1CN([C@H](C)CO)S(=O)(=O)c2ccc(C3=CCCC3)cc2O[C@H]1CN(C)Cc1ccccc1,3,14,-25,17,-16,-8[16.7 µM],2
CCOc1cc(NS(=O)(=O)c2ccc(OC)cc2)c(OCC)cc1NC(C)=O,/,-5,/,/,-3,/,1

# Printed as active in esBAF inh (from the list above):
canonical_smiles | esBAF inh | SIRT5 inh | ARNT-TACC3 inh | miR122 inh | ERp5 block
Cc1ccc(NC(=O)C2CC3CCC2C3)c(Br)c1 (configuration not stated) | 73* | -1 | -6 | -4 | -1
CN1CCc2c(sc3nc(SCC(=O)NCc4ccco4)n(-c4ccccc4)c(=O)c23)C1 | 70* | 0 | 6 | -1 | -1

# High-throughput results deposited in PubChem BioAssay by Broad Institute.
